GPR151 ag = activators of human GPR151; activation, % at 11.2 µM; AID 1508602; actives 1% (n = 650,000); PathHunter beta-arrestin GPR151 cells, luminescence; in the data active = activation above about 4.9%;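 note: 0% = median of compound wells and 100% = cells with positive control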
Target sequence (Q8TDV0 whole entry, looked up): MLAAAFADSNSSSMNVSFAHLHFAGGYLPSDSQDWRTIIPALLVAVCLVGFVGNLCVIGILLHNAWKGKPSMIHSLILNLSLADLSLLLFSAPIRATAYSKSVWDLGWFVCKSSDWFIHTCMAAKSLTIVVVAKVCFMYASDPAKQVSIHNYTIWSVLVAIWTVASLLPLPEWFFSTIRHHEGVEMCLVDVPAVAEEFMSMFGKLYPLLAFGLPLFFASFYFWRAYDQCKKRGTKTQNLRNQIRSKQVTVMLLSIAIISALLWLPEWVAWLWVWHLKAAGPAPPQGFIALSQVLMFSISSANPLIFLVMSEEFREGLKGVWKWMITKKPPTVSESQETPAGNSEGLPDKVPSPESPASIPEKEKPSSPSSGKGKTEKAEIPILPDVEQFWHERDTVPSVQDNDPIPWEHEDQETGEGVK
TEAD-YAP inh = TEAD-YAP interaction inhibition; HEK-TIYL cells, TEAD-Gal4/YAP UAS-luciferase luminescence; inhibition, % at 9.12 µM; actives 1.4% (n = 640,000); AID 1259422; in the data active = inhibition above about 32%;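 note: 0% = median of test compound wells and 100% = reference inhibitor wells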
MITF inh = inhibitors of human MITF. O75030. inhibition, % at 2.6 µM. AlphaScreen MITF homodimerization, bead proximity signal. actives 0.91% (n = 650,000); in the data active = inhibition above about 50%;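 note: 0% = vehicle wells with protein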
FBW7 activator = human FBW7 E3 ligase activation, primary screen; Q969H0; AlphaScreen FBW7–phospho-cyclin E peptide binding, activator screen; normalized activity (activation), % at 26.1 µM; actives 0.13% (n = 650,000); AID 1259310; in the data active = normalized activity above about 1.9%;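 note: purified mutant Fbw7 with reduced substrate affinity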
Target sequence (Q969H0 whole entry, looked up): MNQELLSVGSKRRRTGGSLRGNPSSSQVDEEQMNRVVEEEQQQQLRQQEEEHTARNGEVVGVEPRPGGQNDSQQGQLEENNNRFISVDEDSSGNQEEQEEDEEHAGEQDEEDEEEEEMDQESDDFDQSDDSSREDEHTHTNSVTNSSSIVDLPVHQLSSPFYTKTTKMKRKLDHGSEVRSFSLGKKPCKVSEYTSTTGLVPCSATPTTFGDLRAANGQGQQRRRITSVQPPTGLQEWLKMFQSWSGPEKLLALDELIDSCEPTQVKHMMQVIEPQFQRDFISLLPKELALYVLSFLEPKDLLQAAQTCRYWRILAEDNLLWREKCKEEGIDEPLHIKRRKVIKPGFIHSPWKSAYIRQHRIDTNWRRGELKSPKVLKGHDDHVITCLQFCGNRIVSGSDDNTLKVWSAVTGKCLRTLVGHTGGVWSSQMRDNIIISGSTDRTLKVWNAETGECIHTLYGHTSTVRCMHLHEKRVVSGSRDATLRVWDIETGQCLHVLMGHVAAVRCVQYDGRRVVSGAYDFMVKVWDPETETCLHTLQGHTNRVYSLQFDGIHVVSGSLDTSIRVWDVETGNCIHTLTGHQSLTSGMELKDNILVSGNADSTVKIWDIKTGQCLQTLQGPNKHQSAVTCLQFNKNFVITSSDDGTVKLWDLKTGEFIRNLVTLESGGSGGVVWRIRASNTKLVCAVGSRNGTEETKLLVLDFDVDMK
The depositor's hits bear a star.

The opening 9 records, ahead of the listing:
How did CCC(CC)C(=O)N1CCN(c2cccc(OC)c2)CC1 do in these assays?
GPR151 ag: -0.3; TEAD-YAP inh: -3; MITF inh: -4; FBW7 activator: -0.3

What do the screens show for `COc1ccccc1-c1c(C)[nH]n2c(=O)c3c(nc12)CCCC3`?
GPR151 ag: -0.3; TEAD-YAP inh: 6; MITF inh: -9; FBW7 activator: -0.1

Results for CC1=C(C(=O)OCc2ccccc2)C(c2ccc(Br)s2)NC(=O)N1C (stereo not drawn) ?
GPR151 ag: 0.1; TEAD-YAP inh: -3; MITF inh: -1; FBW7 activator: -0.1

Results for Cc1[nH]nc2c1C(c1ccc([N+](=O)[O-])cc1)C(C#N)=C(N)O2 (stereo not drawn) ?
GPR151 ag: -1.1; TEAD-YAP inh: -13; MITF inh: 3; FBW7 activator: -0.1

Results for O=C(CCN1CCN(S(=O)(=O)c2cccc([N+](=O)[O-])c2)CC1)Nc1ccc(F)cc1 ?
GPR151 ag: 0.8; TEAD-YAP inh: -8; MITF inh: 0; FBW7 activator: -0.3

Results for NC(=O)COC(=O)c1ccc(-c2ccc(O)cc2)cc1 ?
GPR151 ag: 4.8; TEAD-YAP inh: 5; MITF inh: 11; FBW7 activator: 0.0

What do the screens show for `Cc1ccc2c(c1)-c1onc(C(=O)NC3=NN(c4ccccc4)CC3)c1CO2`?
GPR151 ag: 0.2; TEAD-YAP inh: 1; MITF inh: -1; FBW7 activator: -0.3

How did Cc1nc2sc(C)c(C)n2c(=O)c1NC(=O)c1ccc(-c2ccccc2)cc1 do in these assays?
GPR151 ag: 1.5; TEAD-YAP inh: -16; MITF inh: -5; FBW7 activator: 0.1

What do the screens show for `COc1ccc(CCNc2nc(Nc3ccccn3)ncc2C)cc1`?
GPR151 ag: 2.9; TEAD-YAP inh: 1; MITF inh: -91; FBW7 activator: -0.2

Main list (from the top)
How did CCC(CC)C(=O)N1CCN(c2cccc(OC)c2)CC1 do in these assays?
GPR151 ag: -0.3; TEAD-YAP inh: -3; MITF inh: -4; FBW7 activator: -0.3

What do the screens show for `COc1ccccc1-c1c(C)[nH]n2c(=O)c3c(nc12)CCCC3`?
GPR151 ag: -0.3; TEAD-YAP inh: 6; MITF inh: -9; FBW7 activator: -0.1

Results for CC1=C(C(=O)OCc2ccccc2)C(c2ccc(Br)s2)NC(=O)N1C (stereo not drawn) ?
GPR151 ag: 0.1; TEAD-YAP inh: -3; MITF inh: -1; FBW7 activator: -0.1

Results for Cc1[nH]nc2c1C(c1ccc([N+](=O)[O-])cc1)C(C#N)=C(N)O2 (stereo not drawn) ?
GPR151 ag: -1.1; TEAD-YAP inh: -13; MITF inh: 3; FBW7 activator: -0.1

Results for O=C(CCN1CCN(S(=O)(=O)c2cccc([N+](=O)[O-])c2)CC1)Nc1ccc(F)cc1 ?
GPR151 ag: 0.8; TEAD-YAP inh: -8; MITF inh: 0; FBW7 activator: -0.3

Results for NC(=O)COC(=O)c1ccc(-c2ccc(O)cc2)cc1 ?
GPR151 ag: 4.8; TEAD-YAP inh: 5; MITF inh: 11; FBW7 activator: 0.0

What do the screens show for `Cc1ccc2c(c1)-c1onc(C(=O)NC3=NN(c4ccccc4)CC3)c1CO2`?
GPR151 ag: 0.2; TEAD-YAP inh: 1; MITF inh: -1; FBW7 activator: -0.3

How did Cc1nc2sc(C)c(C)n2c(=O)c1NC(=O)c1ccc(-c2ccccc2)cc1 do in these assays?
GPR151 ag: 1.5; TEAD-YAP inh: -16; MITF inh: -5; FBW7 activator: 0.1

What do the screens show for `COc1ccc(CCNc2nc(Nc3ccccn3)ncc2C)cc1`?
GPR151 ag: 2.9; TEAD-YAP inh: 1; MITF inh: -91; FBW7 activator: -0.2

How did Cc1cc(-c2ccc(/C=N/NC(N)=O)o2)c([N+](=O)[O-])cc1C do in these assays?
GPR151 ag: -1.5; TEAD-YAP inh: -6; MITF inh: 0; FBW7 activator: -0.1

How did Cc1ccc(S(=O)(=O)c2nc(NN)sc2Cl)cc1 do in these assays?
GPR151 ag: -1.5; TEAD-YAP inh: 1; MITF inh: 6; FBW7 activator: 0.0

What do the screens show for `O=C(Nc1cccc(O)c1)c1ccc(Cl)cc1`?
GPR151 ag: 0.1; TEAD-YAP inh: 15; MITF inh: 13; FBW7 activator: 0.1

What do the screens show for `CCc1nnc(NS(=O)(=O)c2ccc(NC(=O)/C=C/c3ccc(F)cc3)cc2)s1`?
GPR151 ag: 0.2; TEAD-YAP inh: -2; MITF inh: -1; FBW7 activator: -0.2

How did C/C(CC(=O)NC12CC3CC(CC(C3)C1)C2)=N\NC(=O)c1ccc(C)cc1 do in these assays?
GPR151 ag: 0.1; TEAD-YAP inh: -39; MITF inh: 11; FBW7 activator: -0.2

How did Fc1ccc(-c2cnc3c(NCCc4ccncc4)nccn23)cc1Cl do in these assays?
GPR151 ag: 0.5; TEAD-YAP inh: 1; MITF inh: 16; FBW7 activator: 0.3

How did CC(Cl)C(=O)Nc1ccc(OC(F)F)cc1 (stereo not drawn) do in these assays?
GPR151 ag: 0.4; TEAD-YAP inh: -1; MITF inh: 1; FBW7 activator: -0.1

Results for COc1ccc(C2C(C(=O)NCC3CCCO3)c3ccccc3C(=O)N2c2ccc(OC)cc2)cc1 (stereo not drawn) ?
GPR151 ag: -0.3; TEAD-YAP inh: 2; MITF inh: 2; FBW7 activator: 0.0

Results for CCOc1ccc(-c2nc3n(c(=O)c2C#N)CCS3)cc1 ?
GPR151 ag: -1.7; TEAD-YAP inh: 0; MITF inh: 12; FBW7 activator: 0.0

What do the screens show for `O=C(NC1CCCCC1)c1cccc([N+](=O)[O-])c1`?
GPR151 ag: -0.8; TEAD-YAP inh: 0; MITF inh: 11; FBW7 activator: 0.9

Results for O=C(c1cccn2c(=O)c3ccc(Cl)cc3nc12)N1CCN(Cc2ccccc2)CC1 ?
GPR151 ag: 0.0; TEAD-YAP inh: -3; MITF inh: -1; FBW7 activator: 0.3

Results for COc1ccc2nc(/C(C#N)=C\c3ccc(C(=O)O)cc3)[nH]c2c1 ?
GPR151 ag: 0.0; TEAD-YAP inh: 4; MITF inh: 6; FBW7 activator: -0.2

What do the screens show for `CS(=O)(=O)NCC(c1cccnc1)N1CCN(c2ccc(F)cc2)CC1` (stereo not drawn)?
GPR151 ag: 0.6; TEAD-YAP inh: 0; MITF inh: -6; FBW7 activator: -0.1

How did CCCNc1ncnc2nc(N3CCCC3CO)[nH]c12 (stereo not drawn) do in these assays?
GPR151 ag: 0.1; TEAD-YAP inh: -5; MITF inh: -5; FBW7 activator: -0.1

Results for CC(C)(C)c1ccc(S(=O)(=O)Nc2ccc3oc4c(c3c2)C(=O)CCC4)cc1 ?
GPR151 ag: 0.3; TEAD-YAP inh: 6; MITF inh: -8; FBW7 activator: 0.0

What do the screens show for `COc1ccc(-c2nc3ccccc3n2OCC(=O)O)cc1`?
GPR151 ag: -6.4; TEAD-YAP inh: -35; MITF inh: -7; FBW7 activator: 0.0

How did COc1ccccc1Oc1ccc2c(c1)C(=O)N(c1ccc(NC(C)=O)cc1)C2=O do in these assays?
GPR151 ag: -1.4; TEAD-YAP inh: 3; MITF inh: 16; FBW7 activator: -0.1

Results for COc1ccc(COc2ccc3c4c(c(=O)oc3c2C)CCCCC4)cc1 ?
GPR151 ag: -0.4; TEAD-YAP inh: -3; MITF inh: -2; FBW7 activator: 0.0

What do the screens show for `Cc1cccc(NC(=O)c2nccnc2CO)c1C`?
GPR151 ag: 4.5; TEAD-YAP inh: -7; MITF inh: 13; FBW7 activator: 0.1

How did CC(=O)c1cccc(-c2nccc(NCCc3ccc(O)cc3)n2)c1 do in these assays?
GPR151 ag: -1.0; TEAD-YAP inh: -51; MITF inh: -9; FBW7 activator: 0.1

What do the screens show for `Cc1cncn(CC(=O)NCc2cccs2)c1=O`?
GPR151 ag: -1.8; TEAD-YAP inh: -12; MITF inh: -3; FBW7 activator: -0.3

How did COc1ccc(Cl)cc1S(=O)(=O)NCCC12CC3CC(CC(C3)C1)C2 do in these assays?
GPR151 ag: 1.9; TEAD-YAP inh: -8; MITF inh: -1; FBW7 activator: 0.1

What do the screens show for `CCCCN(CC#CCC1CC(COCCC)OC1=O)CCCC` (stereo not drawn)?
GPR151 ag: -0.8; TEAD-YAP inh: -5; MITF inh: 25; FBW7 activator: -0.2

What do the screens show for `CCOC(=O)CN(Cc1ccccc1)S(=O)(=O)c1cccc([N+](=O)[O-])c1`?
GPR151 ag: -1.3; TEAD-YAP inh: -4; MITF inh: -4; FBW7 activator: -0.1

Results for CCN(CC)S(=O)(=O)c1ccc(C(=O)Nc2c3c(nn2-c2ccccc2C)CSC3)cc1 ?
GPR151 ag: 1.4; TEAD-YAP inh: -1; MITF inh: -18; FBW7 activator: 0.1

What do the screens show for `COc1ccc(CNC(=S)Nc2cc(OC)cc(OC)c2)cc1`?
GPR151 ag: -1.0; TEAD-YAP inh: -4; MITF inh: -3; FBW7 activator: -0.3

How did Cc1cc(/C=N/n2cnnc2)c(C)n1-c1ccccc1Br do in these assays?
GPR151 ag: 0.3; TEAD-YAP inh: 3; MITF inh: 20; FBW7 activator: 0.2

Results for CC(C)(C)c1ccc2c(c1)N(CC(=O)NCCc1ccc(Cl)cc1)C(=O)CO2 ?
GPR151 ag: -1.9; TEAD-YAP inh: 7; MITF inh: -1; FBW7 activator: 0.1

How did COC(=O)C(CCSC)Nc1c([N+](=O)[O-])cc(C)cc1[N+](=O)[O-] (stereo not drawn) do in these assays?
GPR151 ag: 1.4; TEAD-YAP inh: 0; MITF inh: 16; FBW7 activator: -0.5

What do the screens show for `COc1cc(/C=C/C(=O)OCc2cccc(S(=O)(=O)N(C)C)c2)ccc1OC(F)F`?
GPR151 ag: 1.9; TEAD-YAP inh: -5; MITF inh: -13; FBW7 activator: 0.1

Results for CCN(CC)C(=O)/C(=C/c1ccc2c(c1)OCO2)NC(=O)c1ccc(Br)cc1 ?
GPR151 ag: 0.1; TEAD-YAP inh: 7; MITF inh: -8; FBW7 activator: -0.1

Results for COCCCNC(=O)CNC(=O)c1cn(-c2ccccc2OC)c(=O)c2ccccc12 ?
GPR151 ag: -0.7; TEAD-YAP inh: 0; MITF inh: 1; FBW7 activator: 0.0

What do the screens show for `CC(C(=O)N/N=C/c1ccco1)n1nnc2ccccc21` (stereo not drawn)?
GPR151 ag: -0.3; TEAD-YAP inh: 5; MITF inh: 12; FBW7 activator: 0.0

Results for COc1ccccc1N1CCN(C(=O)c2cccs2)CC1 ?
GPR151 ag: -0.7; TEAD-YAP inh: -3; MITF inh: 11; FBW7 activator: 0.0

Results for COc1ccc(OC)c(NC(=O)CCN2C(=O)c3ccccc3C2=O)c1 ?
GPR151 ag: 0.1; TEAD-YAP inh: -5; MITF inh: 6; FBW7 activator: 0.0

Results for Cc1nc2n(Cc3ccccc3)c3ccccc3n2c1C(=S)Nc1ccccc1 ?
GPR151 ag: 0.9; TEAD-YAP inh: 6; MITF inh: -3; FBW7 activator: 0.0

How did O=C(COc1ccc(Cl)cc1Br)N1CCc2ccccc21 do in these assays?
GPR151 ag: -0.5; TEAD-YAP inh: -1; MITF inh: 12; FBW7 activator: 0.2

What do the screens show for `CC(=O)CC(c1ccccc1)S(=O)(=O)c1ccc(C)cc1` (stereo not drawn)?
GPR151 ag: 0.8; TEAD-YAP inh: -6; MITF inh: -5; FBW7 activator: 0.0

What do the screens show for `O=C1NC(=O)N(c2ccccc2F)C(=O)/C1=C\c1ccc(O)c(Br)c1`?
GPR151 ag: 1.4; TEAD-YAP inh: -6; MITF inh: 21; FBW7 activator: 0.3

How did CC1CCCC(C)N1C(=O)Cn1c(SCC(=O)O)nc2ccccc21 (stereo not drawn) do in these assays?
GPR151 ag: -0.2; TEAD-YAP inh: 0; MITF inh: 12; FBW7 activator: -0.1

What do the screens show for `CCOc1ccc(N/C(SCc2ccc(C)cc2C)=C(/C#N)C(=O)NCc2ccc3c(c2)OCO3)cc1`?
GPR151 ag: 0.2; TEAD-YAP inh: 3; MITF inh: -8; FBW7 activator: -0.1

What do the screens show for `COc1cccc(C(=O)/C=C/c2ccc(F)cc2)c1`?
GPR151 ag: 1.5; TEAD-YAP inh: -13; MITF inh: 5; FBW7 activator: 0.1

What do the screens show for `COc1cc2c(cc1OC)CN(c1ccc(C(N)=O)cc1[N+](=O)[O-])CC2`?
GPR151 ag: 1.5; TEAD-YAP inh: 14; MITF inh: 3; FBW7 activator: 0.1

Results for COc1cccc(NC(=O)COc2ccc3oc4c(c3c2)CCCC4)c1 ?
GPR151 ag: 0.8; TEAD-YAP inh: 5; MITF inh: -12; FBW7 activator: 0.0

How did O=c1[nH]nc(SCc2ccc(F)cc2)c(=O)[nH]1 do in these assays?
GPR151 ag: -1.2; TEAD-YAP inh: -3; MITF inh: 6; FBW7 activator: -0.1

What do the screens show for `COc1ccccc1N1C[C@@H]2C[C@@H](c3ccco3)N3CCC[C@@]23C1=O`?
GPR151 ag: 0.9; TEAD-YAP inh: 2; MITF inh: 1; FBW7 activator: 0.1

Results for CN1CCN(/N=C/C2=C(O)CC(C)(C)CC2=O)CC1 ?
GPR151 ag: 8.4*; TEAD-YAP inh: -1; MITF inh: 23; FBW7 activator: 0.8

Results for CCSC1=C(C#N)C(c2cccc(OC)c2)CC(=O)N1 (stereo not drawn) ?
GPR151 ag: -0.9; TEAD-YAP inh: 5; MITF inh: 1; FBW7 activator: 0.3

How did Cc1ccc2c(c1)N(C(=O)CSc1nc3ccccc3s1)C(C)(C)c1ssc(=S)c1-2 do in these assays?
GPR151 ag: 1.4; TEAD-YAP inh: 1; MITF inh: 6; FBW7 activator: -0.7

How did O=C(CN1Cc2ccccc2C1)N1CCc2c(nc(N3CCOCC3)[nH]c2=O)C1 do in these assays?
GPR151 ag: -0.5; TEAD-YAP inh: -9; MITF inh: 4; FBW7 activator: 0.1

Source: PubChem BioAssay (The Scripps Research Institute Molecular Screening Center)
